Source: PubChem (several laboratories)
OX1R antagonist: OX1R (HCRTR1) antagonists, primary screen, fluorescence, CHO/OX1R cells, Fluo-8 calcium, orexin A; inhibition, % at 5 µM; Orexin/Hypocretin receptor type 1 (Homo sapiens), O43613; Fluo-8 calcium fluorescence; hit rate 0.43% among 330,000;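 active means inhibition above its plate's threshold, mean inhibition of all tested compounds on the plate plus 3 SD, cut at about 37% in these data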;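 further: 0% = orexin A challenge wells and 100% = SB-334867-A antagonist wells; not every result past the cut was called active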
Target sequence (O43613 whole entry, looked up): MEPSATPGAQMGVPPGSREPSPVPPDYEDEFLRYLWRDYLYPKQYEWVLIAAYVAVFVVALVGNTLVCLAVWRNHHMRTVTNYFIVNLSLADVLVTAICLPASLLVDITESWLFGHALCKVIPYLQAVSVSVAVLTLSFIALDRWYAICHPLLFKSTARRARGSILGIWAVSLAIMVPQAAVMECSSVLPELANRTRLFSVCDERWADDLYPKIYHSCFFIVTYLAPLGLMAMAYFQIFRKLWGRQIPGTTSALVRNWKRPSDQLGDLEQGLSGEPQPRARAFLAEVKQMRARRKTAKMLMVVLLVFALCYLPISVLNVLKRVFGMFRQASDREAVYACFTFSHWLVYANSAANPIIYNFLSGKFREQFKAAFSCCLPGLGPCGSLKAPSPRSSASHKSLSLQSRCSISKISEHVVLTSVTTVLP
CHT PAM: CHT positive allosteric modulators, primary screen, cell-based, membrane potential dye, choline EC20; High affinity choline transporter 1 (Homo sapiens), Q9GZV3; CHT-expressing cells; stronger effect = higher value; LV-AA mutant CHT in HEK293 cells; B-score at 10 µM; hit rate 0.49% among 310,000;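 active means initial fluorescence not abnormally high and integrated response B-score, plate-corrected, over 3 SD above library mean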
Target sequence (Q9GZV3 whole entry, looked up): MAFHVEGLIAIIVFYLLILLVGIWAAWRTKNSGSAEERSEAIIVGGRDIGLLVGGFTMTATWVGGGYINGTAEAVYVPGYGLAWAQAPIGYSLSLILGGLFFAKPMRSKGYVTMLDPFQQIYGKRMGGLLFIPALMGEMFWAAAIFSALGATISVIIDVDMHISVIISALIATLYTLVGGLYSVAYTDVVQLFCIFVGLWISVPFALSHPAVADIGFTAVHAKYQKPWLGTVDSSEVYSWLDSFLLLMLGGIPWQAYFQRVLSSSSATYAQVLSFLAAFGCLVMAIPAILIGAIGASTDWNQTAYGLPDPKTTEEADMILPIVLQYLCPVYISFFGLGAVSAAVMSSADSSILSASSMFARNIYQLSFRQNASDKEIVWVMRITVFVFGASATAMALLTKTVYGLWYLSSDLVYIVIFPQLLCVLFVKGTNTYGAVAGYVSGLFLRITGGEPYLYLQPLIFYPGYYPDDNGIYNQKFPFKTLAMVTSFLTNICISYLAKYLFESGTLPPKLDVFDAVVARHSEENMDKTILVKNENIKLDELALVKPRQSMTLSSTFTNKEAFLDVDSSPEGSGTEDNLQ
Numbers without * were called inactive; i = inactive; / = not tested or not shown.

SMILES	OX1R antagonist	CHT PAM
CN(c1ccc(OCC(=O)NCc2cccnc2)cc1)S(=O)(=O)c1ccc(Cl)cc1	-18.7	i
CSc1ccccc1NC(=O)CN(C)CC(=O)NCc1ccccc1	-17.6	i
COC(=O)c1c(NC(=O)c2ccco2)sc2c1CCN(C(C)=O)C2	-0.4	i
CC1(C)[N+]([O-])=C2C(=[N+]([O-])C1(C)C)c1ccccc1/C2=N\O	-13.2	i
N#CCN(C(=O)COC(=O)C1CC2CCCC(C1)C2=O)c1ccccc1 (centres undefined)	-9.6	i
O=C(CCC(=O)N1CCOc2ccccc21)N1CCCCC1	-14.0	i
Cc1ccccc1C(=O)N1CCN(c2ccc(NC(=O)c3ccco3)cc2Cl)CC1	-12.1	i
CC[C@]1(c2cccc(C)c2)C(=O)N(C(=O)OC)N1C(=O)OC	-1.9	i
O=C(CN1CCC(C(=O)c2cccc(F)c2)CC1)NCc1cccs1	-23.1	i
CCCCN(C(=O)C1=COCCO1)c1c(N)n(CCCC)c(=O)[nH]c1=O	-11.3	i
Clc1ccccc1-c1ccc2ncnc(NCc3cccnc3)c2c1	-24.0	/
COc1ccc2c(c1)[C@H]1[C@H](CO2)[C@H](c2ccccc2)[C@]2(C)C(=O)N(Cc3ccc(C)cc3)CC(=O)N12	7.7	/
CCOc1ccc(NC(=O)CN(C)CC(=O)Nc2cccc(Cl)c2C)cc1OCC	-14.2	i
CCc1ccc2[nH]c(C)c(CN3CCCCCC3)c(=O)c2c1	-25.3	i
O=C(NC(=C(Cl)Cl)S(=O)(=O)c1ccc(Cl)cc1)c1ccccc1	-32.2	i
O=C(CSc1nnnn1C1CCCC1)NCCc1ccccc1	-18.0	i
N#CCCn1cc(/C=N/O)c(-c2ccccc2)n1	-2.0	i
CCc1ccc(NC(=O)CSc2nc(=O)n(CCN(C)C)c3c2CCCC3)cc1	-33.6	i
Cc1cc(=O)c(C(=O)O)nn1-c1cccc(C(F)(F)F)c1	1.6	i
CCC1CN(C(=O)N2CCC(C(=O)NCc3cc(OC)c(OC)c(OC)c3)CC2)c2ccccc2O1 (centres undefined)	-39.8	i

Another view of some results above.
> O=C(CCC(=O)N1CCOc2ccccc21)N1CCCCC1
  OX1R antagonist = -14.0 | CHT PAM = i

> CCc1ccc2[nH]c(C)c(CN3CCCCCC3)c(=O)c2c1
  OX1R antagonist = -25.3 | CHT PAM = i

Quoted at random: three compounds from above.
SMILES	OX1R antagonist	CHT PAM
O=C(NC(=C(Cl)Cl)S(=O)(=O)c1ccc(Cl)cc1)c1ccccc1	-32.2	i
COc1ccc2c(c1)[C@H]1[C@H](CO2)[C@H](c2ccccc2)[C@]2(C)C(=O)N(Cc3ccc(C)cc3)CC(=O)N12	7.7	/
CCC1CN(C(=O)N2CCC(C(=O)NCc3cc(OC)c(OC)c(OC)c3)CC2)c2ccccc2O1 (centres undefined)	-39.8	i

The list continues.
SMILES	OX1R antagonist	CHT PAM
O=C(CCC1CCN(C(=O)c2ccccc2Cl)CC1)NCc1ccc(F)cc1	-14.9	i
CCn1c(SCC(=O)N2CCOCC2)nc2ccccc21	-9.6	i
CCOC(=O)CC(=O)Nc1ccsc1C(N)=O	-11.9	i
CC(C)n1c(SCC(=O)Nc2nc3ccccc3s2)nc2c1c(=O)n(C)c(=O)n2C	-26.0	i
Cc1ccc(N2C(=O)c3ccccc3C2Nc2ccc(S(=O)(=O)N3CCOCC3)cc2)nc1 (centres undefined)	-25.8	i
CS(=O)(=O)N(CC(=O)Nc1ccc(F)cc1F)c1cccc([N+](=O)[O-])c1	-9.2	i
CCSC(=Nc1ccccc1)N1CCOCC1	15.3	i
CCOc1ccc(NC(=O)CSc2nc3c(c(=O)n2C)SC(C)C3)cc1 (centres undefined)	-30.2	i
CCOC(=O)CC(=O)NC(C)(C)CCCCC(C)(C)NC(=O)CC(=O)OCC	-2.1	i
Cc1nn(-c2ccccc2)c(C)c1C(=O)NCc1ccc(F)cc1	-16.8	i
CC(=O)Nc1ccc(S(=O)(=O)NC2(C(F)(F)F)NC(=O)N(c3ccccc3F)C2=O)cc1 (centres undefined)	-12.2	i
CC1CCN(C(=O)COC(=O)Cn2cnc3ccccc32)CC1	7.8	/
COc1ccc(CC(=O)OCC(=O)N(C)C2CCS(=O)(=O)C2)cc1OC (centres undefined)	-3.5	i
Cc1cc(C)nc(SC(C)CNS(=O)(=O)c2ccccc2)n1 (centres undefined)	-20.2	i
COc1ccc(NC2CCCN(C(=O)CCN3CCCC3=O)C2)cc1 (centres undefined)	-6.2	i
Cc1cccc(NC(=O)CSc2nc3nc4c(cc3c(=O)n2-c2ccccc2)CCCC4)c1	-15.6	i
COc1ccccc1-c1cn[nH]c(=S)n1	-14.9	i
CC(=O)Nc1nnc(Cc2c[nH]c3ccccc23)s1	3.8	i
CCN(CCn1cccn1)C(=O)CC1C(=O)NCCN1Cc1ccc(F)cc1 (centres undefined)	-0.7	i
CCCCn1c(SC(C)C(=O)NCC2CCCO2)nc2cc(C(=O)OC)ccc2c1=O (centres undefined)	-39.3	i
O=C(NCc1ccccc1Br)c1cccc2c1C(=O)c1ccc(N3CCOCC3)cc1S2(=O)=O	15.5	/
COc1ccc(C(=O)NCCNC(=O)c2ccc(C)nc2)cc1	-9.9	i
COC(=O)CCN(C(=O)c1ccc(OC(C)=O)cc1)c1ccccn1	-5.5	i
COc1cc([N+](=O)[O-])ccc1NC(=O)N1CCCCCC1	-20.5	i
CN1CCC(N(C)C(=O)COc2ccccc2-c2ccccc2)CC1	-6.8	i
CC(=O)C[C@@H](O)CC(=O)[C@@H]1OC(=O)CCCCCCc2ccccc21	-13.0	/
CC(=O)c1ccc(NC(=O)CSc2nc(N)c3cc4c(nc3n2)CCCC4)cc1	-39.5	i
COc1cc2nc(CSc3ncn[nH]3)[nH]c(=O)c2cc1OC	-9.4	i
Cc1cc(C)c(NC(=O)C2CCN(c3cnccn3)CC2)c(C)c1	-19.6	i
Cc1ccc(C(NC(=O)N2CCOCC2)=C(Cl)Cl)cc1F	-6.6	i
Cc1ccc(C(=O)N/N=C\c2cc(Br)c(Br)o2)cn1	4.9	i
COc1ccc(-c2nnc(N3CCC(C)CC3)c3ccccc23)cc1	-5.7	i
Nc1ccc(O)c([N+](=O)[O-])c1	-10.4	/
COCCCNC(=O)c1ccc(Cn2c(=O)c3ccccc3n(Cc3ccccc3C)c2=O)cc1	-36.8	i
COc1ccc(CCn2c(C)cc3c(c2=O)C(c2ccc4c(c2)OCO4)C(C#N)=C(N)O3)cc1OC (centres undefined)	-22.2	i
COc1ccc(C(CNC(=O)c2ccc(-c3nc4ccccc4s3)o2)N2CCCC2)cc1 (centres undefined)	-19.6	/
CCN(CC)C(=O)[C@H]1C[C@H](CC(=O)NCCCN(C)C)C(=O)N2CCc3c([nH]c4cc(CCC(=O)N(C)C)ccc34)[C@]12C	-8.2	/
Cc1c(NC(=O)C2CCCN2S(=O)(=O)c2ccccc2)c(=O)n(-c2ccccc2)n1C (centres undefined)	4.0	i
Fc1ccccc1/C=N/NC(=S)Nc1ccc(Cl)cc1Cl	-6.0	i
COc1cc(C2C3C(=O)N(c4ccc(F)cc4)C(=O)C3ON2c2ccccc2)ccc1O (centres undefined)	-9.1	i
Cc1ccc(NC(=O)/C(=C\c2ccc3c(c2)OCO3)NC(=O)c2ccco2)cc1	-18.4	i
COc1cc(CNc2nc(C)c([N+](=O)[O-])c(C)c2C#N)cc(OC)c1	-14.1	i
COC(=O)c1ccccc1C(=O)N1CCOCCOCCOCC1	-7.1	i
O=C(O)CCC(=O)Nc1ccccc1Oc1ccccc1	-4.1	i
O=C(C1CC1)N1N=C(C2CCCCC2)CC1(O)C(F)(F)F (centres undefined)	-15.1	i
Cn1c(=O)c2c(nc(Oc3cccc(O)c3)n2C)n(C)c1=O	-7.8	i
Cc1cc(NC(=O)C(C)SCC(=O)Nc2nc3c(F)cc(F)cc3s2)no1 (centres undefined)	-19.0	/
COc1ccc(C(=O)Nc2ccccc2C(=O)N/N=C/c2ccccc2OC)cc1	-36.5	i
O=C(O)c1ccc(NC(=O)c2ccc3c(c2)C(=O)N(c2ccccc2)C3=O)cc1	-11.5	i
Cc1nnc(SCc2cccc([N+](=O)[O-])c2)[nH]c1=O	-0.9	i
O=C(Nc1cccc(-c2cscn2)c1)C1CCN(Cc2ccc(CO)o2)CC1	-22.1	i
O=C(CO/N=C/c1ccccc1O)NNC(=O)c1ccccc1Cl	-17.4	i
CC(=O)Nc1sc(C)c(C)c1C(=O)OCC(=O)Nc1ccc(S(N)(=O)=O)cc1	7.2	/
Cc1ccc(OCc2nnc(SC(C)C(=O)O)n2Cc2ccccc2)cc1 (centres undefined)	-2.6	i
O=C(COC(=O)CCc1ccc(S(=O)(=O)N2CCOCC2)cc1)NC(=O)NC1CCCCC1	-29.6	i
Cc1ccc(C(=O)CCC(=O)Nc2ncccc2O)cc1	-10.9	i
O=C1CN(C(=O)CNC(=O)c2ccccc2Cl)c2ccccc2N1	-9.8	i
Cc1cc(-c2ccc(C(C)C)c(S(=O)(=O)NCCN3CCC(C)CC3)c2)on1	-18.6	i
O=C(Cn1nnc(-c2cccs2)n1)NCc1ccccc1	-9.5	i
O=C(CN1C(=O)C2C3C=CC(C3)C2C1=O)NCCc1ccccc1Cl (centres undefined)	0.7	i

One compound at a time, as listed above. Order of screens: OX1R antagonist, CHT PAM
Results for Cc1cc(NC(=O)C(C)SCC(=O)Nc2nc3c(F)cc(F)cc3s2)no1 (centres undefined) = -19.0, /
Results for Cc1ccc(C(=O)CCC(=O)Nc2ncccc2O)cc1 = -10.9, i
Results for CC(=O)Nc1sc(C)c(C)c1C(=O)OCC(=O)Nc1ccc(S(N)(=O)=O)cc1 = 7.2, /
Results for O=C(Nc1cccc(-c2cscn2)c1)C1CCN(Cc2ccc(CO)o2)CC1 = -22.1, i
Results for O=C(O)CCC(=O)Nc1ccccc1Oc1ccccc1 = -4.1, i

Further results
SMILES	OX1R antagonist	CHT PAM
CCOCC(=O)Nc1c(C(=O)N2CCN(c3ncccn3)CC2)oc2ccccc12	-13.6	i
O=c1c(-c2n[nH]c(=S)o2)cccn1Cc1ccccc1	-8.2	i
Cc1cc(C)cc(CSCC(=O)N/N=C/c2ccc(OCC(=O)NCc3ccco3)cc2)c1	50.3*	i
COc1ccc(S(=O)(=O)N2CCN(C(=S)NC3CCCCC3)CC2)cc1	-13.7	i
O=C(NCCc1ccccc1F)C1CCC(=O)N(CCCN2CCCC2=O)C1 (centres undefined)	-4.7	i
CC(=O)NC(CC(=O)NC12CC3CC(CC(C3)C1)C2)c1ccccc1 (centres undefined)	-12.5	i
COc1cccc(CNC(=O)CC2C(=O)NCCN2CCCc2ccccc2)c1 (centres undefined)	-28.6	i
COc1ccc2ccccc2c1CNCCCN1CCOCC1	-26.7	i
C=COC(=O)CSc1snc(SCC(=O)OC)c1C#N	-2.5	i
CCCn1c(SCC(=O)NCc2ccco2)nnc1-c1ccncc1	-13.7	i
CCOc1ccc(NC(=O)c2ccc(OC)cc2)cc1	-8.5	i
COc1ccc(/C(C)=N/OCC(=O)N=Nc2c(O)[nH]c3ccccc23)cc1	-11.6	i
CCN(CC)C(=O)C(=O)N/N=C/c1ccc(C(=O)O)cc1	5.3	i
Cc1ccccc1NC(=O)/C=C/c1cccs1	-12.2	i
CC1CCCCN1S(=O)(=O)c1cnc(Cl)c(Br)c1 (centres undefined)	-23.9	i
CN1c2ccc(C=O)c3c(C=O)ccc(c23)N(C)C1(C)C	-34.0	i
COc1ccc(N(CC(=O)Nc2cccc(C(F)(F)F)c2)S(C)(=O)=O)cc1	-16.8	i
Cc1ccc(-c2cc([C@H]3[C@H]4C=CC[C@@H](C)[C@@H]4C(=O)N3Cc3ccccc3)ccc2F)cc1	-46.2	i
COCCCNC(=O)CCCn1c(=O)c2ccccc2n(CC(=O)Nc2c(C)cc(C)cc2C)c1=O	-20.1	i
COc1ccc2c(c1)C1=NN(/C(C)=C/C(C)=O)C(c3ccc(F)cc3)C1CC2 (centres undefined)	-12.0	i
CC(NC(=O)C1CC2CCCC(C1)C2=O)c1ccccc1 (centres undefined)	-3.7	i
CC1(C)CC(=O)C(N=Nc2ccc(OC(F)F)cc2)=C(O)C1	-16.2	i
Clc1ccc(CNc2nc(CN3CCOCC3)nc3scc(-c4ccccc4)c23)cc1	-9.3	i
CSc1nc2ccccc2cc1/C=C(\C#N)c1ccc(Cl)cc1Cl	-19.1	i
COC(=O)CS(=O)(=O)c1ccsc1C(=O)Nc1ccc(F)cc1	-14.0	i
Cc1ccc(NC(=O)CN2CCN(CCN=CC3=C(O)CC(c4ccccc4)CC3=O)CC2)cc1 (centres undefined)	-35.7	i
CC(=O)N(C)c1ccc(NC(=O)Nc2ccccc2C)cc1	7.3	i
S=C(Nc1ccc(N2CCOCC2)cc1)Nc1ccc2snnc2c1	-25.5	i
O=C1COc2ccc(S(=O)(=O)Nc3ccc4c(c3)OCO4)cc2N1	-0.3	i
CON(C)C(=O)CC(CN(Cc1ccccc1)C(=O)OC(C)(C)C)c1ccc(Cl)cc1 (centres undefined)	-28.3	/
Cc1ccc2nc(-c3ccncc3)cc(C(=O)Nc3ccncc3)c2c1	-11.4	i
O=C(NCCc1cn2ccccc2n1)c1ccc(Br)o1	-10.7	i
C#CCOCCOCCOCCNc1nc(N2CCN(C(=O)[C@H]([C@@H](C)CC)n3cc([C@@H](N)CO)nn3)CC2)nc(N2CCN(C(=O)[C@H]([C@@H](C)CC)n3cc([C@@H](N)CC(C)C)nn3)CC2)n1	-2.4	i
CCOc1ccc(CN(C)CC(=O)Nc2cccc3ccccc23)cc1OC	-32.6	i
CNC(=S)NCCC(c1ccccc1)c1ccccc1	-4.0	i
CCn1cnc2sc(C(=O)N3CCN(c4ccc(OC)cc4)CC3)c(C)c2c1=O	-3.1	i
O=C(Nc1ccc(S(=O)(=O)Nc2ncccn2)cc1)c1ccco1	-17.1	i
O=S(=O)(CCc1nc2ccccc2o1)c1ccc(Cl)cc1	-13.0	i
COc1cc(OC)cc(-n2nnnc2SCC(=O)N2CCCc3ccccc32)c1	-18.4	i
COc1ccc(N(Cc2cc3ccccc3[nH]c2=O)C(=O)C2CCCO2)cc1 (centres undefined)	-18.5	i
